Screening data from PubChem.
mec2-1: NCI yeast anticancer drug screen, S. cerevisiae mec2-1 strain; actives 9% (n = 79,000); % growth inhibition at 50 µM;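 note: 0% = growth of vehicle-only cultures of the same strain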
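Compounds were applied to mec2-1 yeast cells. Their growth was then compared with that of vehicle-treated cultures to give growth inhibition.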
yeast sgs1 mgt1: NCI yeast anticancer drug screen, S. cerevisiae sgs1 mgt1 strain; % growth inhibition at 50 µM; actives 10% (n = 78,000);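 note: 0% = growth of vehicle-only cultures of the same strain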
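Growth of a repair-deficient yeast mutant was monitored after compound treatment and expressed as inhibition relative to vehicle-treated cultures.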
yeast rad50: NCI yeast anticancer drug screen, S. cerevisiae rad50 strain; actives 10% (n = 79,000); AID 155; % growth inhibition at 50 µM;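 note: 0% = growth of vehicle-only cultures of the same strain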
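Compounds were tested on a yeast strain with an engineered DNA damage repair alteration; the reported value is growth inhibition normalised to vehicle treatment.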
yeast bub3: NCI yeast anticancer drug screen, S. cerevisiae bub3 mutant strain; growth inhibition, % at 50 µM; actives 9.9% (n = 78,000); AID 167;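 note: 0% = growth of vehicle-only cultures of the same strain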
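Readout: yeast growth inhibition, expressed relative to vehicle-only wells. The test organism is a mutant strain from a panel with lesions in DNA repair or checkpoint genes.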
yeast mlh1 rad18: NCI yeast anticancer drug screen, S. cerevisiae mlh1 rad18 strain; growth inhibition, % at 50 µM; actives 11% (n = 79,000);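 note: 0% = growth of vehicle-only cultures of the same strain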
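Cells of a genetically altered yeast strain, deficient in DNA damage repair, were treated with compound. Their growth was then compared with that of vehicle-treated cultures to give inhibition.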
yeast cln2 rad14: NCI yeast anticancer drug screen, S. cerevisiae cln2 rad14 strain; % growth inhibition at 50 µM; actives 8.3% (n = 78,000);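 note: 0% = growth of vehicle-only cultures of the same strain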
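Strain: cln2 rad14 yeast, altered in cell cycle control and DNA damage repair. Read-out: growth inhibition vs vehicle.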
Starred values were filed as active, the others as inactive; & = joins results of further samples; ! = repeats disagree. Cut-off read from the data, not from the text of the source: active = growth inhibition above about 70%; inactive = the rest.

SMILES	mec2-1	yeast sgs1 mgt1	yeast rad50	yeast bub3	yeast mlh1 rad18	yeast cln2 rad14
CCOC(=O)C1=C(C(=O)c2ccc(OC)cc2)C(c2cccc([N+](=O)[O-])c2)C(C(=O)c2ccc(OC)cc2)=C(C(=O)OCC)N1	-2	-2	-31	-6	2	-3
CCCC(=O)NC(NC1CCCCC1)(C(=O)OCC)C(F)(F)F (centres undefined)	0	-16	-17	-7	-45	18
O=C(c1ccccc1)c1ccc2c(c1)-c1ccccc1-2	-7	15	7	13	13	-21
C/C=C1\SC(=S)NC1=O	99*	99*	99*	98*	99*	96*
O=P(c1ccccc1)(c1ccccc1)C(O)c1cccs1 (centres undefined)	2	18	13	25	19	16
O=C(Nc1cccc(Cl)c1)NS(=O)(=O)c1ccccc1	18	21	34	15	36	13
COC(=O)n1c(=O)oc2c(Br)cc(Br)cc21	-3	32	2	1	16	0
CCC(CC)C(=O)OC1CCCCC1	5	14	10	5	5	-8
O=C1C=CC(=O)N1c1ccc(N2C(=O)C=CC2=O)cc1	94*	94*	92*	93*	92*	92*
c1cc2c3c(c1)ccc1cccc(c13)CC2	-34	3	4	-23	14	2
Cn1nnn(Cc2ccccc2)/c1=N/C(=S)Nc1ccccc1	-7	-4	-12	3	-21	-7
O=c1[nH]c(CCCc2ccccc2)c(Br)c(=O)[nH]1	-8	3	-2	15	24	-4
Nc1nc(Cl)c(N=Nc2ccc(Cl)cc2)c(NCC2(CO)CC(OCc3ccccc3)C2)n1 (centres undefined)	0&-11&-39	-4&-8&-47	7&21&-28	-24&-8&-60	-83&-54&-64	14&15&-27
CCOC(=O)Cc1csc(/N=C\c2c(O)c3ccccc3oc2=O)n1	-32	-11	-4	-27	41	19
Nc1ncnc2c(C3OC(CO)C(O)C3O)scc12 (centres undefined)	26	39	16	48	39	31
CCC(Nc1nncs1)Nc1nncs1	23	2	-22	3	-3	-21
COC(=O)c1ccc2ccccc2c1	28	22	47	80*	34	25
COc1cc2ccc(/C=N/NC(N)=S)cc2cc1OC	-8	4	1	4	-7	-39
CC(C)(c1ccc(OC(=O)N2CC2)cc1)c1ccc(OC(=O)N2CC2)cc1	3	6	0	16	12	-19
CNC(=S)c1nnsc1N	-1	22	2	6	0	-2
CCOP(=O)(OCC)/C(C#N)=C/c1ccc([N+](=O)[O-])cc1	15	-7	5	28	23	15
C/C(=N/NC(=S)Nc1ccccc1C)c1ccccn1	47	80*	78*	65	87*	87*
CN(C)c1ccccc1C1CCCCCC1O (centres undefined)	6	18	16	-22	9	20
CN(C)c1cccc(S(=O)(=O)O)c1	13	-11	3	-1	-1	-23
COC1C(COS(=O)(=O)c2ccc(C)cc2)OC2OC(C)(C)OC21 (centres undefined)	17	24	-19	-16	-20	-6

Some of the entries so far, with each value named.
SMILES: COC1C(COS(=O)(=O)c2ccc(C)cc2)OC2OC(C)(C)OC21 (centres undefined)
  mec2-1: 17
  yeast sgs1 mgt1: 24
  yeast rad50: -19
  yeast bub3: -16
  yeast mlh1 rad18: -20
  yeast cln2 rad14: -6

SMILES: COC(=O)n1c(=O)oc2c(Br)cc(Br)cc21
  mec2-1: -3
  yeast sgs1 mgt1: 32
  yeast rad50: 2
  yeast bub3: 1
  yeast mlh1 rad18: 16
  yeast cln2 rad14: 0

SMILES: C/C=C1\SC(=S)NC1=O
  mec2-1: 99*
  yeast sgs1 mgt1: 99*
  yeast rad50: 99*
  yeast bub3: 98*
  yeast mlh1 rad18: 99*
  yeast cln2 rad14: 96*

SMILES: O=C(c1ccccc1)c1ccc2c(c1)-c1ccccc1-2
  mec2-1: -7
  yeast sgs1 mgt1: 15
  yeast rad50: 7
  yeast bub3: 13
  yeast mlh1 rad18: 13
  yeast cln2 rad14: -21

Later entries.
SMILES	mec2-1	yeast sgs1 mgt1	yeast rad50	yeast bub3	yeast mlh1 rad18	yeast cln2 rad14
CCc1cccc(C)c1NC(=O)C(=O)C(C#N)c1ccccc1 (centres undefined)	20	22	36	18	34	17
N=C(N)SC1CCCC1O (centres undefined)	14	-4	7	-29	-9	-9
O=C(Nc1ccccc1)C(=O)C(C(=O)c1ccccc1)C(c1ccccc1)c1ccccc1 (centres undefined)	16	29	83*	58	80*	41
CCOC(=O)C1=C(C)C(C(=O)OC)/C(=C/c2cccc3cccnc23)C1=O (centres undefined)	35	57	39	44	37	26
NC(=S)NC(=S)Nc1ccccc1	39	83*	24	35	77*	69
CCCCCCCCCCOC(=O)Nc1ccc(C)c(NC(=O)OCCCCCCCCCC)c1	13	17	27	55	25	23
Nc1c(Cl)cc(Cl)c2nsnc12	-13	6	8	0	12	-43
OC(c1ccccc1)(c1ccccc1)C1/C(=C/c2ccccc2)C1Cc1ccccc1 (centres undefined)	2	-8	5	-4	3	-8
COC(=O)c1c2c(cc3c1CC1(Cc4cc5c(c(C=O)c4C1)CCCC5)C3)CCCC2 (centres undefined)	-10	0	0	2	1	9
Cc1ccc(N=Nc2ccc(C)cc2NC(=O)CCl)cc1	-16	-22	-18	3	-15	-22
CN(C)c1ccccc1C(=O)O	-6	-8	-23	-14	-17	-32
NC(=O)Cc1c(F)c(F)c(F)c(F)c1F	-20	-1	10	29	5	9
CC(=O)Oc1cc(C=O)ccc1O	7	-3	1	-7	-8	2
S=C(NC1CCCCC1)SSSSC(=S)NC1CCCCC1	5	22	16	14	20	10
Clc1cc(Cl)cc(Cl)c1	-7	-1	-2	0	3	-7
S=c1c2ccccc2c(=S)n2n1CC=CC2	7	2	8	17	16	0
Nc1cc(N)nc(S(=O)(=O)O)n1	-13	-5	-6	4	-13	-26
BrN1CCCCC1	10	3	13	2	-8	-48
CCCC1(C)COC(/C=C/c2ccccc2)OC1 (centres undefined)	-10	-8	7	-8	8	-2
COc1c2occc2cc2ccc(=S)oc12	-10	7	13	-20	23	-5
Cn1c(=O)c2[nH]c(CC3=CCCCC3)nc2n(C)c1=O	13	6	-14	4	22	-8
COC(=O)[C@H]1[C@H]2C[C@@H]3c4[nH]c5ccccc5c4CCN3C[C@H]2C[C@@H](OC(=O)c2cc(OC)c(OC)c(OC)c2)[C@@H]1OC	-7	17	16	18	17	6
CCc1nc(N)nc(N)c1-c1ccc(OC)c([N+](=O)[O-])c1	-15	-27	3	-21	8	25
NC(Cc1ccc(B(O)O)cc1)C(=O)NC(CO)CO (centres undefined)	-26	-12	-5	6	-10	16
COc1cc(CCC(NC(C)=O)c2cccc(O)c(=O)c2)cc(OC)c1OC (centres undefined)	-5	17	-10	-3	8	-34
Carrying on:
SMILES	mec2-1	yeast sgs1 mgt1	yeast rad50	yeast bub3	yeast mlh1 rad18	yeast cln2 rad14
CCOC(=O)c1cnc(N)nc1N	-16	-6	6	-8	24	-88
O=C(/C=C/c1ccccc1O)c1ccccc1Cl	-5	1	-5	10	8	11
CCSc1nn(-c2c3ccccc3nc3ccccc23)c(=S)s1	-6	-17	18	-16	18	-3
Fc1cccc(/C=C/c2cnnc3ccc(F)cc23)c1	12	0	7	8	14	-7
CC(NC(=O)OCCO)c1ccccc1 (centres undefined)	-17	-5	-14	-5	-21	4
CC(=O)Oc1cc2oc([O-])c[n+]2c2ccccc12	14	23	29	13	1	5
CC(=O)OCC(C)Cc1ccc(C(C)(C)C)cc1 (centres undefined)	0	1	3	10	-2	-4
C/C(CC(C)C)=N/O	-4&-3	-6&-18	-12&4	3&0	9&12	-20&-23
C[N+](C)(C)Cc1c(C(O)(c2ccccc2)c2ccccc2)ccc2ccccc12	5	1	11	-5	6	12
O=C(c1ccccc1Cl)c1ccc2ccccc2c1C(=O)O	-1	-1	2	-10	3	6
Cc1ccc(C2(C(=O)O)CC2)cc1	-26	12	-3	-14	5	21
O=C(O)Cc1nc(Cl)ccc1Cl	-7	0	16	-1	-1	-15
CCc1ccccc1N1CCN(C(=O)c2cc(OC)c(OC)c(OC)c2)CC1	-13	11	19	11	29	22
N#CCCN1CCCC(=O)NC1=O	-14	-5	4	-7	-15	-38
CSc1cc(-c2cc3ccccc3o2)oc(=O)c1C#N	-7	-24	-2	40	-24	-4
Cc1ccsc1/C=N/Nc1ncccn1	11	23	16	14	24	4
COc1ccc(-c2cc(=O)cc(C(N)=O)o2)cc1	-1	5	-1	11	17	-14
O=C(NCCc1ccccc1)c1c(O)c2ccccc2[nH]c1=O	12	24	6	14	10	18
Nc1c(F)c(F)cc(F)c1[N+](=O)[O-]	-3	3	3	10	4	8
CC(=O)c1sc(Nc2ccc(Cl)c(Cl)c2)nc1C	81*	97*	95*	82*	93*	91*
CC(=O)OC(CCl)C(C)[N+](=O)[O-] (centres undefined)	98*	47	91*	98*	43	37
O=C(O)c1cc2ccc(Cl)cc2c(O)c1C1=CCCCC1	69	80*	74*	60	62	57
O=C(N/N=C/c1ccccc1)NNC(=O)c1ccccc1	-9	2	-11	-5	-4	-67
COc1cc2cccnc2c2[nH]c(=O)c3c(c12)CCC3	9	-6	14	7	7	-16
O=S(=O)(c1ccc(OCC(O)COc2ccc(S(=O)(=O)c3ccc(OCC4CO4)cc3)cc2)cc1)c1ccc(OCC2CO2)cc1 (centres undefined)	37	63	22	-20	78*	3

Some of the entries above in a different format.
molecule,mec2-1,yeast sgs1 mgt1,yeast rad50,yeast bub3,yeast mlh1 rad18,yeast cln2 rad14
Cc1ccsc1/C=N/Nc1ncccn1,11,23,16,14,24,4
CC(NC(=O)OCCO)c1ccccc1 (centres undefined),-17,-5,-14,-5,-21,4
CCc1ccccc1N1CCN(C(=O)c2cc(OC)c(OC)c(OC)c2)CC1,-13,11,19,11,29,22
O=S(=O)(c1ccc(OCC(O)COc2ccc(S(=O)(=O)c3ccc(OCC4CO4)cc3)cc2)cc1)c1ccc(OCC2CO2)cc1 (centres undefined),37,63,22,-20,78*,3

Next part:
SMILES	mec2-1	yeast sgs1 mgt1	yeast rad50	yeast bub3	yeast mlh1 rad18	yeast cln2 rad14
CC(=O)O[C@@H]1C[C@H](C)CC[C@H]1C(C)C	-2&-10	-4&-3	1&6	-1&4	-1&-3	23&6
Cc1ccc(S(=O)(=O)/C(C#N)=C/NC(=S)Nc2ccc(S(N)(=O)=O)cc2)cc1	-21	-4	12	-11	-11	-7
O=c1[nH]c2ccccc2c(=O)n2cccc12	24	8	10	-6	2	-8
CSc1nnc(SCc2nn3c(=O)cc(C)nc3s2)s1	-1	0	-8	6	11	10
Cc1ccc(C)c(C(=O)C(C(c2ccccc2)N2CCOCC2)N2CCOCC2)c1 (centres undefined)	-12	-2	-7	-19	6	-13
Cn1c(COC(=O)NC2CCCCC2)c(COC(=O)NC2CCCCC2)c2ccc3cc(Cl)c(Cl)cc3c21	23	56	18	73*	22	49
C[n+]1c2cc(N)ccc2cc2ccc(N)cc21	79*	78*!	75*	82*	84*	40&54
COC(=O)/C=C/c1cc(O)c2c(c1)[C@H](C(=O)OC)[C@@H](c1ccc(O)c(O)c1)O2	-26	3	-13	0	-26	6
O=c1c(-c2ccccc2)c2oc(c1-c1ccccc1)CSCc1cccc(c1)CSC2	0	-4	15	-21	8	-29
CCOC(=O)/C(O)=C(/C(=O)OC)c1ccc(Cl)cc1	-54	-21	-43	-29	-20	-6
NCCCC(C(=O)O)(c1ccccc1)c1ccccc1	-2	-1	8	3	4	-14
C[C@@H](CO)OCOCc1ccccc1	-1	4	8	7	20	18
O=C(NC1CCCCC1)C1C2CC3OC(=O)C1C3C2 (centres undefined)	-19	37	-11	20	-10	-28
C[C@H](CCCI)[C@H]1CC[C@H]2[C@@H]3CC[C@@H]4CCCC[C@]4(C)[C@H]3CC[C@]12C	14	36	41	2	35	21
CCCCCCCCCCCC(=O)Nc1ccc(C(C)C)cc1	-8	-13	5	21	-13	18
O=C(O)c1cocc1C(=O)O	-3	-14	3	-3	-4	-15
CC(=O)OCC1OC(n2nnc3c(=O)n(C)c(=O)[nH]c32)C(OC(C)=O)C(OC(C)=O)C1OC(C)=O (centres undefined)	16	14	9	9	29	4
CO/C(N)=C(\C#N)N=Cc1cccs1	5	11	4	-8	10	5
Cc1ccc(NC(=O)CCc2nnc3s/c(=C\c4cccc([N+](=O)[O-])c4)c(=O)n23)cc1	-8	-11	-31	11	3	14
CCC(=O)OCC(C)COC(=O)CC	12	4	10	-8	-5	1
C=[CH][Sn]([CH]=C)([S]c1cccc2cccnc12)[S]c1cccc2cccnc12	92*	92*	92*	84*	92*	76*
CCOC(=O)C(C)(NC(=O)OCc1ccccc1)OCc1ccccc1 (centres undefined)	-12	-6	-2	-2	-13	-27
CCCC1CCC(C)CC1OC(=O)c1ccco1 (centres undefined)	8	-3	7	1	25	-1
N#CC1=C(N)CCC(C#N)(c2ccccc2)C1 (centres undefined)	2	22	2	23	8	15
O=[N+]([O-])c1ccc(-c2nnn(Cc3ccco3)c2N2CCCCC2)cc1	71*	91*	70	96*	81*	84*
CC1(C)[C@H](C(=O)O)CC[C@]1(C)C(=O)O	-13	1	10	-1	11	19
COc1cc(O)c2c(=O)cc(-c3ccc(O)cc3O)oc2c1CC=C(C)C	0	0	44	-3	-20	18
CCC(CC)(SC(C)C(N)=O)C(C)=O (centres undefined)	7	-16	0	6	1	-11
